High-throughput results deposited in PubChem BioAssay by several laboratories.
AID2073 = inhibitors of Mint1-CaV2.2 protein interaction, biochemical, HTRF (AID 2073). HTRF protein-protein interaction, Mint1-CaV2.2; higher % means a stronger effect. inhibition, % at 20 µM, or IC50 in µM where a hit was titrated. 290,000 tested, 0.19% active; in the data active = inhibition mostly above about 51%, no sharp cut-off; also: some results filed as inactive read as strong as hits
WT yeast gro inh = growth inhibition of WT yeast, mitochondrial fusion screen | mitochondrial fusion phenotypic screen, WT strain | inhibition, % at 10 µM | 190,000 tested, 2.1% active | AID 1362; in the data active = inhibition above about 58%; tested in S. cerevisiae
LYP inhibition = PTPN22 lymphoid phosphatase activity blockers – biochemical, fluorescence intensity, uHTS (AID 1779). recombinant LYP phosphatase, fluorescence intensity; higher % means a stronger effect. inhibition, % at 11.5 µM; hits with a dose series show IC50 in µM. 290,000 tested, 0.054% active; in the data active = inhibition above about 50%;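 also: plate controls were vehicle with enzyme for no effect and no enzyme for full effect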
K1F lysis inhibition = protection from phage-mediated lysis, alamar blue read-out – E. coli UTI89, K1F phage, bacterial capsule biogenesis inhibitors (AID 488966); inhibition, % at 100 µM, or IC50 in µM where a hit was titrated; 340,000 tested, 0.02% active; E. coli UTI89 K1F phage lysis, alamar blue, 2 h; higher % means a stronger effect;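 active = phage lysis inhibition, versus mean bacterial control, above a set limit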;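 also: capsule biogenesis inhibitors block K1F phage lysis so surviving cells raise fluorescence; higher fluorescence means more inhibition of phage lysis; actives were called in the ten point dose series up to 300 µM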
RSV antiviral HEp-2 = RSV antiviral activity via CPE protection, HEp-2 cells, primary 10 µM value included (AID 2391). HEp-2 cells, RSV-induced CPE inhibition; higher % means a stronger effect. one-dose CPE inhibition, % at 10 µM; IC50 in µM for titrated hits. 310,000 tested, 0.13% active; in the data active = a potency from the dose series; also: strong numbers were not always called active
GPR35 antagonists = inhibition of zaprinast-stimulated GPR35 beta-arrestin translocation – imaging, U2OS, beta-arrestin-GFP, zaprinast agonist, primary screen (AID 2058); U2OS GPR35 beta-arrestin-GFP translocation imaging, zaprinast antagonism; higher % means a stronger effect; 290,000 tested, 0.052% active; inhibition, % at 10 µM, or IC50 in µM where a hit was titrated;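 active = inhibition of at least 50% with at least 30 cells and total cytoplasm GFP at most 10,000,000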
Autophagy mod = alters autophagy in cells. MEF GFP-LC3 puncta imaging; test concentration mostly 10 µM. calls only at 10 µM (by protocol). 190,000 tested, 0.98% active;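 active = percentage of spot-positive cells more than 3 SD above its plate mean, without a fluorescence outlier flag or 80% toxicity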;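 also: spot-positive cell cutoff set from DMSO-treated cells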
Dengue-2 NS5 capping = flavivirus cap methylation enzyme inhibition – biochemical, confirmation dose response, primary screen (AID 588689); Dengue-2 NS5 methyltransferase capping enzyme assay, biochemical; higher % means a stronger effect; inhibition, % at 25 µM, or IC50 in µM where a hit was titrated; 340,000 tested, 0.3% active; in the data active = a potency from the dose series
NTR1 ag = NTR1-driven beta-arrestin-GFP spot formation – imaging, U2OS cells, high content, primary screen (AID 493036) | agonist mode | 330,000 tested, 0.17% active | activation, % at 20 µM | P30989;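 active = activation at or above 40% of the spot to cytoplasm intensity ratio, with at least 20 cells analyzed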;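 also: 0% = DMSO without peptide and 100% = 100 nM NTR1 peptide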
Target sequence (P30989 whole entry, looked up): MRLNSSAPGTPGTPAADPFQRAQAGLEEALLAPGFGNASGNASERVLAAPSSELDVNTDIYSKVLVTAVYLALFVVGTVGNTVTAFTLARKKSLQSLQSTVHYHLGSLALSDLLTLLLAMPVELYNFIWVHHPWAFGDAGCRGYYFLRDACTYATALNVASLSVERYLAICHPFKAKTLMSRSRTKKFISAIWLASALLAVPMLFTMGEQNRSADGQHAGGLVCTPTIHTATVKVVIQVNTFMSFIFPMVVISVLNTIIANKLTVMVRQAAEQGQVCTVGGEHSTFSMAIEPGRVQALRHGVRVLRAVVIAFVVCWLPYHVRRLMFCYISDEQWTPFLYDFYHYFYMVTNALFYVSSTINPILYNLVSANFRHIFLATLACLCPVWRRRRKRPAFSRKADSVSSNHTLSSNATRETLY
WT yeast gro inh mutant strain = also measured in WT yeast gro inh; calls as there; inhibition, %; mitochondrial fusion phenotypic screen, mutant strain inhibition
Autophagy mod cell loss 18 h = further read-out of Autophagy mod, marked with its call; toxicity, %; measured here: cell loss, nuclei count;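 cell loss after 18 h compound exposure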
NTR1 ag cell count 20 µM = second read-out of NTR1 ag, no call of its own (marks repeat the call); cell count; measured here: cell count, cytotoxicity flag
An asterisk follows results filed as active; [ ] = remark or other dose.

What do the screens show for `COc1ccc(S(=O)(=O)c2cnc3ccc(OC)cc3c2N2CCC3(CC2)OCCO3)cc1`?
AID2073: 6.5%; WT yeast gro inh: 4.3; LYP inhibition: -2.7%; K1F lysis inhibition: -2.2%; RSV antiviral HEp-2: 3.2%; GPR35 antagonists: 7.2%; Autophagy mod: inactive; Dengue-2 NS5 capping: -5.1%; NTR1 ag: 0.9; WT yeast gro inh mutant strain: -5.2; Autophagy mod cell loss 18 h: -15.2; NTR1 ag cell count 20 µM: 34

What do the screens show for `CC(OC(=O)c1ccco1)C(=O)Nc1ccc(C(F)(F)F)cc1` (centres undefined)?
K1F lysis inhibition: 0.6%[50 µM]; RSV antiviral HEp-2: 7.0%; Dengue-2 NS5 capping: 8.5%; NTR1 ag: -1.3; NTR1 ag cell count 20 µM: 55

How did Clc1cccc(Cl)c1Cn1nnc(N2CCCC2)n1 do in these assays?
AID2073: 3.5%; LYP inhibition: -5.6%; K1F lysis inhibition: 0.7%; RSV antiviral HEp-2: 2.8%; GPR35 antagonists: -3.0%; Dengue-2 NS5 capping: 2.3%; NTR1 ag: 0.8; NTR1 ag cell count 20 µM: 42

Results for CC(C)CCNc1nc2ccccc2nc1NS(=O)(=O)c1cccs1 ?
AID2073: 10.0%; LYP inhibition: 2.7%; K1F lysis inhibition: 0.0%; RSV antiviral HEp-2: 2.0%; GPR35 antagonists: -4.6%; Dengue-2 NS5 capping: -11.1%; NTR1 ag: 0.5; NTR1 ag cell count 20 µM: 52

Results for C=CCOC(=O)C1=C[C@H](c2cn(C(C)=O)c3ccccc23)[C@@H](CCCO)[C@H](OCC)O1 ?
AID2073: -5.5%; WT yeast gro inh: -15.0; LYP inhibition: -3.2%; K1F lysis inhibition: 0.3%; RSV antiviral HEp-2: -0.3%; GPR35 antagonists: -5.4%; Autophagy mod: inactive; Dengue-2 NS5 capping: -9.8%; NTR1 ag: 0.7; WT yeast gro inh mutant strain: -0.1; Autophagy mod cell loss 18 h: 14.7; NTR1 ag cell count 20 µM: 43

How did CC(C)c1nc2oc3c(NCc4ccccn4)ncnc3c2c2c1COC(C)(C)C2 do in these assays?
K1F lysis inhibition: 0.2%; RSV antiviral HEp-2: -0.1%; Dengue-2 NS5 capping: -7.8%; NTR1 ag: -0.7; NTR1 ag cell count 20 µM: 49

Results for CN1CCCN(C(=O)c2cccc(Br)c2)CC1 ?
AID2073: 7.6%; LYP inhibition: -5.4%; K1F lysis inhibition: -0.5%; RSV antiviral HEp-2: 0.2%; GPR35 antagonists: 4.7%; Dengue-2 NS5 capping: -1.9%; NTR1 ag: 0.1; NTR1 ag cell count 20 µM: 51

Results for Cc1ccc([N+](=O)[O-])cc1NC(=O)CN(C1CCCCC1)S(=O)(=O)c1ccc(Cl)cc1 ?
AID2073: 2.9%; WT yeast gro inh: 30.9; LYP inhibition: 6.9%; K1F lysis inhibition: 1.2%; GPR35 antagonists: 9.8%; Autophagy mod: inactive; Dengue-2 NS5 capping: -7.1%; WT yeast gro inh mutant strain: 17.0; Autophagy mod cell loss 18 h: -1.6

Results for O=C(NCc1ccccn1)C(=O)NCC1OCCCN1S(=O)(=O)c1cc(F)ccc1F (centres undefined) ?
AID2073: -9.8%; LYP inhibition: -7.2%; K1F lysis inhibition: 0.1%; RSV antiviral HEp-2: 0.9%; GPR35 antagonists: 2.0%; Dengue-2 NS5 capping: -2.6%; NTR1 ag: -1.1; NTR1 ag cell count 20 µM: 52

How did Cc1ccsc1-c1nc(CN(C)C(C2CC2)C2CC2)c(C)o1 do in these assays?
AID2073: 10.7%; WT yeast gro inh: 8.2; LYP inhibition: -6.7%; K1F lysis inhibition: 0.1%; RSV antiviral HEp-2: -0.6%; GPR35 antagonists: -19.2%; Autophagy mod: inactive; NTR1 ag: 1.2; WT yeast gro inh mutant strain: 3.7; Autophagy mod cell loss 18 h: 4.6; NTR1 ag cell count 20 µM: 90

Results for COc1cccc(CNC(=O)Cn2nc(C)c3c(C)n(-c4ccc(C)cc4)nc3c2=O)c1OC ?
AID2073: 3.3%; LYP inhibition: -11.8%; K1F lysis inhibition: 1.5%; RSV antiviral HEp-2: -0.1%; GPR35 antagonists: -20.6%; Dengue-2 NS5 capping: -7.9%; NTR1 ag: -0.7; NTR1 ag cell count 20 µM: 52

What do the screens show for `Cc1ccc(N2C(=O)CC(NCc3ccc4c(c3)OCO4)C2=O)cc1Cl` (centres undefined)?
AID2073: 5.6%; WT yeast gro inh: 7.2; LYP inhibition: -9.5%; K1F lysis inhibition: 0.4%; RSV antiviral HEp-2: -1.0%; GPR35 antagonists: -2.2%; Autophagy mod: inactive; Dengue-2 NS5 capping: -8.9%; NTR1 ag: -1.5; WT yeast gro inh mutant strain: 18.3; Autophagy mod cell loss 18 h: -19.9; NTR1 ag cell count 20 µM: 46

What do the screens show for `C=C(C)CSc1nnc(-c2ccc(OC)cc2)n1N`?
AID2073: -5.6%; WT yeast gro inh: 11.4; LYP inhibition: -8.7%; K1F lysis inhibition: 2.2%; RSV antiviral HEp-2: 5.0%; GPR35 antagonists: -0.2%; Autophagy mod: inactive; Dengue-2 NS5 capping: -1.1%; NTR1 ag: -0.5; WT yeast gro inh mutant strain: 13.0; Autophagy mod cell loss 18 h: 4.8; NTR1 ag cell count 20 µM: 53

What do the screens show for `O=C(N/N=C\c1ccc([N+](=O)[O-])o1)C1COc2ccccc2O1` (centres undefined)?
AID2073: 3.2%; WT yeast gro inh: 3.3; LYP inhibition: 5.8%; K1F lysis inhibition: -2.5%; RSV antiviral HEp-2: 1.2%; GPR35 antagonists: 5.6%; Autophagy mod: inactive; Dengue-2 NS5 capping: -8.1%; NTR1 ag: 0.3; WT yeast gro inh mutant strain: -0.5; Autophagy mod cell loss 18 h: 1.4; NTR1 ag cell count 20 µM: 81

What do the screens show for `CCOC(=O)Cc1csc(SCC(=O)Nc2cc(C)ccc2OC)n1`?
AID2073: 3.8%; WT yeast gro inh: 6.1; LYP inhibition: 1.4%; K1F lysis inhibition: 0.8%; RSV antiviral HEp-2: 5.6%; GPR35 antagonists: -4.6%; Autophagy mod: inactive; Dengue-2 NS5 capping: -14.0%; NTR1 ag: -1.3; WT yeast gro inh mutant strain: -1.7; Autophagy mod cell loss 18 h: 29.3; NTR1 ag cell count 20 µM: 32

Results for CC(=O)c1cccc(NC(=O)C2CCCN2S(=O)(=O)c2cccc3nsnc23)c1 (centres undefined) ?
AID2073: 3.3%; WT yeast gro inh: 8.6; LYP inhibition: -8.0%; K1F lysis inhibition: 0.1%; RSV antiviral HEp-2: 2.2%; GPR35 antagonists: 13.2%; Autophagy mod: inactive; Dengue-2 NS5 capping: -3.5%; NTR1 ag: -0.4; WT yeast gro inh mutant strain: 1.3; Autophagy mod cell loss 18 h: 4.3; NTR1 ag cell count 20 µM: 57

Results for O=C(CCN1C(=O)c2ccccc2C1=O)Nc1ccccn1 ?
AID2073: 2.9%; WT yeast gro inh: 4.6; LYP inhibition: -1.8%; K1F lysis inhibition: 0.2%; RSV antiviral HEp-2: 0.2%; GPR35 antagonists: 3.0%; Autophagy mod: inactive; Dengue-2 NS5 capping: -4.2%; NTR1 ag: -1.4; WT yeast gro inh mutant strain: -1.5; Autophagy mod cell loss 18 h: 2.7; NTR1 ag cell count 20 µM: 40

What do the screens show for `CCc1nnc(NC(=O)CSc2nccn2-c2cccc(C)c2C)s1`?
AID2073: -10.4%; WT yeast gro inh: -11.3; LYP inhibition: -6.0%; K1F lysis inhibition: -0.2%; RSV antiviral HEp-2: 2.5%; GPR35 antagonists: 2.9%; Autophagy mod: inactive; Dengue-2 NS5 capping: 2.8%; NTR1 ag: 0.2; WT yeast gro inh mutant strain: -9.2; Autophagy mod cell loss 18 h: -2.3; NTR1 ag cell count 20 µM: 48

What do the screens show for `CCCCC(CC)CNC(=O)C1CC=CCC1C(=O)O` (centres undefined)?
AID2073: 15.7%; WT yeast gro inh: -6.5; LYP inhibition: -7.5%; K1F lysis inhibition: 1.5%; RSV antiviral HEp-2: 1.9%; GPR35 antagonists: 3.5%; Autophagy mod: inactive; Dengue-2 NS5 capping: -1.5%; NTR1 ag: 0.1; WT yeast gro inh mutant strain: -8.9; Autophagy mod cell loss 18 h: -5.8; NTR1 ag cell count 20 µM: 39

How did O=C(Cc1c(F)cccc1Cl)Nc1ccc(-n2cnnn2)cc1 do in these assays?
AID2073: -7.0%; WT yeast gro inh: -7.6; LYP inhibition: -1.7%; K1F lysis inhibition: -0.2%; RSV antiviral HEp-2: 0.1%; GPR35 antagonists: -18.1%; Autophagy mod: inactive; Dengue-2 NS5 capping: 1.5%; NTR1 ag: -0.4; WT yeast gro inh mutant strain: -2.2; Autophagy mod cell loss 18 h: 5.5; NTR1 ag cell count 20 µM: 60

How did O=C(O)CCC(=O)Nc1ccc(-n2ccc(C(F)(F)F)n2)cc1 do in these assays?
AID2073: 9.8%; LYP inhibition: -0.2%; K1F lysis inhibition: inactive; GPR35 antagonists: -4.5%; Dengue-2 NS5 capping: -4.6%; NTR1 ag: 0.9; NTR1 ag cell count 20 µM: 57

Results for Cc1[nH]c2ccccc2c1C(=O)C(=O)NCCc1c[nH]c2ccccc12 ?
AID2073: 1.5%; LYP inhibition: -9.1%; K1F lysis inhibition: 0.2%; RSV antiviral HEp-2: 6.8%; GPR35 antagonists: 21.8%; Dengue-2 NS5 capping: 2.6%; NTR1 ag: 1.4; NTR1 ag cell count 20 µM: 65

How did COc1ccc(CCN2C(=O)CC(NNC(=O)c3ccc(F)cc3)C2=O)cc1OC (centres undefined) do in these assays?
AID2073: 38.9%; WT yeast gro inh: -3.6; LYP inhibition: -3.3%; K1F lysis inhibition: 0.2%; RSV antiviral HEp-2: 1.4%; GPR35 antagonists: 3.7%; Autophagy mod: inactive; Dengue-2 NS5 capping: -3.2%; NTR1 ag: 1.9; WT yeast gro inh mutant strain: 2.4; Autophagy mod cell loss 18 h: -11.1; NTR1 ag cell count 20 µM: 33

How did COc1ccc(-n2c(Cc3cccn3C)nnc2SCC(=O)Nc2ccccc2C)cc1 do in these assays?
AID2073: 3.6%; WT yeast gro inh: 5.2; LYP inhibition: 1.1%; K1F lysis inhibition: 2.8%; RSV antiviral HEp-2: 1.4%; GPR35 antagonists: -13.8%; Autophagy mod: inactive; Dengue-2 NS5 capping: -4.4%; NTR1 ag: 1.4; WT yeast gro inh mutant strain: -2.2; Autophagy mod cell loss 18 h: 5.1; NTR1 ag cell count 20 µM: 48

What do the screens show for `COC(=O)[C@@H](Cc1c[nH]c2ccccc12)NC(=O)C1CCCN(S(=O)(=O)c2ccc(C)cc2)C1` (some centres undefined)?
AID2073: -0.3%; LYP inhibition: -6.2%; K1F lysis inhibition: 2.1%[50 µM]; RSV antiviral HEp-2: 1.3%; GPR35 antagonists: -3.0%; Dengue-2 NS5 capping: 2.0%; NTR1 ag: 23.1; NTR1 ag cell count 20 µM: 50
